Assay outcomes deposited in PubChem by National Center for Advancing Translational Sciences (NCATS).
Epigenetic derep – epigenetic control regulation, reporter derepression | murine LDR cells, GFP reporter derepression, 30 h | Potency, µM (series often up to 53.9 µM), inactives show at the highest dose GFP activation, most hits filed as activators | 0.2% of 280,000 active | AID 1865; also: % of control where 0% means no effect; nearly all actives have a fitted effect of over 60% in size
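Murine LDR cells bearing a silenced CMV-driven GFP reporter were exposed to compound for 30 h at 37 C. After PBS washes, GFP-positive cells (20-120 um objects) counted by laser-scanning microplate cytometry.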
Tau fluor counter – counter-screen for tau fibril formation inhibitors; tau K18 P301L Alexa594 fluorescence, heparin fibrillization; Potency, µM (top dose mostly 57.7 µM), for inactives: at the top dose activity change, negative = decrease; 0.93% of 280,000 active; AID 1463; also: % is scaled to controls: 0 for no effect and ±100 for the full control effect; nearly all actives have a fitted effect of over 55% in size
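Human tau K18 P301L (15 uM unlabeled, 0.24 uM Alexa 594-labeled) in 100 mM sodium acetate pH 7 with 20 uM heparin, 6 hr at 37 C. ThT 30 uM added, 1 hr ambient; Alexa 594 FP and total fluorescence read at 555/632 nm.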
GAA inhib – alpha-glucosidase (human) inhibition; purified human GAA, 4-MU-alpha-glucoside fluorescence; Potency, µM (series often up to 76.9 µM), inactives show at the highest dose activity change, negative = inhibition, actives largely listed as inhibitors; 0.005% of 200,000 active; AID 1466;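 also: plate controls were uninhibited enzyme wells for no effect and no-enzyme background for full effect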
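Read-out is 4-methylumbelliferone fluorescence (Ex 365/Em 440 nm) after NaOH/glycine stop at pH 10. Enzyme 4 nM, substrate 400 uM, pH 5.0 citrate buffer, 20 min room temperature; AC50 from Hill-equation concentration-response.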
aGal spleen mod – inhibits or activates alpha-galactosidase in human spleen homogenate. P06280. human spleen homogenate, 4MU-alpha-Gal fluorescence, 40 min. Potency, µM (titrated, usually from 80 µM), for inactives: at the top dose activity change, negative = inhibition, actives largely listed as inhibitors. 0.008% of 240,000 active;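 also: 0% = enzyme with vehicle and -100% = no enzyme basal signal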
Target sequence (P06280 32-429 limits assumed): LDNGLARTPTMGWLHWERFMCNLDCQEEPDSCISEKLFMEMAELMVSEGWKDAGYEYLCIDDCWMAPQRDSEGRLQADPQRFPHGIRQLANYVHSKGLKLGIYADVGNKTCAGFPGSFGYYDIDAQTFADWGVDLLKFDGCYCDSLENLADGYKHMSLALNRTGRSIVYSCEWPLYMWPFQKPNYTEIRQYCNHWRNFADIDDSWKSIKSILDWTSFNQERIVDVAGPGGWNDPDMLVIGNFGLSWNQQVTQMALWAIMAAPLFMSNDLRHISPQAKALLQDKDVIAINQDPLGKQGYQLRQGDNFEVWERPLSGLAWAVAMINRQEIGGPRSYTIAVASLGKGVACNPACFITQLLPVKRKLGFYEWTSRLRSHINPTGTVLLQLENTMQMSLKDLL
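Fluorogenic readout (Ex 365/Em 440 nm) of 4-methylumbelliferone released from 1 mM 4-MU-alpha-galactoside by spleen homogenate, 40 min at 37C, pH 5.0. Data normalized to no-enzyme and enzyme controls; Hill-equation AC50 from compound titrations.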
GAA glycogen mod – inhibitors or activators of human alpha-glucosidase glycogen cleavage; recombinant GAA, glycogen substrate, Amplex Red glucose oxidase fluorescence; AID 2100; P10253; Potency, µM (titrated, usually from 76.4 µM), inactives show at the top dose activity change, negative = inhibition, usual class: inhibitors; 0.38% of 300,000 active;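 also: 0% = full enzyme reaction and -100% = no-enzyme basal signal; the screen sought inhibitors and activators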
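Recombinant human enzyme (4 nM); glycogen substrate; 37 C, 40 min, pH 5.0. Readout: coupled glucose oxidase/Amplex Red fluorescence.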
GAA spleen mod – inhibits or activates alpha-glucosidase in human spleen homogenate; P10253; Potency, µM (titrated, usually from 79.9 µM), inactives show at the highest dose activity change, negative = inhibition, usual class: inhibitors; AID 2112; human spleen homogenate, 4-MU-alpha-glucoside fluorescence; 0.006% of 240,000 active;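 also: 0% = enzyme with vehicle and -100% = no enzyme basal signal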
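AC50 values come from Hill-equation fits of concentration-response data, normalized to no-enzyme and full-activity controls. Enzyme source: 1 ug human spleen homogenate; 1 mM fluorogenic 4-MU glucoside, pH 5.0 citrate buffer, 37 C, 40 min.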
ALDH1A1 block – inhibitors of human aldehyde dehydrogenase 1A1; Purified ALDH1A1, NADH fluorescence, propionaldehyde substrate; 7.3% of 220,000 active; Potency, µM (series often up to 75.3 µM), without a hit: top-dose activity, negative = inhibition, actives largely listed as inhibitors; P00352; AID 1030; active = well fitted inhibition curve with a large enough effect, not every such curve was filed as active; inconclusive = small, poorly fitted or top-dose-only effect, or another doubt; inactive = no such curve, though single readings can be large or run the other way;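 also: plate controls were no enzyme wells and a reference inhibitor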
Target sequence (P00352 whole entry, looked up): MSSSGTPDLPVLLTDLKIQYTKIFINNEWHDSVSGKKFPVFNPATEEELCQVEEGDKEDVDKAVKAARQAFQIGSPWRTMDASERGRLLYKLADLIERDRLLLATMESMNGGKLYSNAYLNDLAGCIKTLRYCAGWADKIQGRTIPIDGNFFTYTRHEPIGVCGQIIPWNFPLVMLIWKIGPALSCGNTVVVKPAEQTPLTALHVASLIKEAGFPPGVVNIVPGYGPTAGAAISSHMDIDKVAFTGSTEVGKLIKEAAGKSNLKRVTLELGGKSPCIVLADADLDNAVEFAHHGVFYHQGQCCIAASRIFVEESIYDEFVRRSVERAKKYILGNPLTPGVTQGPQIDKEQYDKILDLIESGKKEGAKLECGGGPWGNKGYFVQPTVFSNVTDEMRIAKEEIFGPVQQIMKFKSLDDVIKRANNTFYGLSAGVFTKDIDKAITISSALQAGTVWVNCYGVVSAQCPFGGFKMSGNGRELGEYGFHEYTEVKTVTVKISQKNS
NPSR antagonist – antagonists of human neuropeptide S receptor cAMP signaling | 1% of 220,000 active | Potency, µM (doses to about 38.3 µM), for the others: at the top dose activity change, negative = inhibition, most hits filed as inhibitors | CHO-NPSR cells, cAMP TR-FRET, antagonist mode; also: % is scaled to controls: 0 for no effect and ±100 for the full control effect; nearly all actives have a fitted effect of over 50% in size; many of its hits are not listed in these tables
The depositor's hits bear a star; ? = inconclusive; . = not tested or not shown; & = joins results of further samples; [ ] = dose if it differs, or a comment. Unless noted, calls follow the shape of the dose curve; as a rule, active = well fitted curve in the direction sought with a large enough effect; inconclusive = small, poorly fitted or top-dose-only effect, or another doubt; inactive = no such curve, though single readings can be large; an effect the other way counts as inactive or inconclusive. Potency is read from the fitted curve at half-maximal effect. This is a subset; the hit share may differ from the screen's.

SMILES	Epigenetic derep	Tau fluor counter	GAA inhib	aGal spleen mod	GAA glycogen mod	GAA spleen mod	ALDH1A1 block	NPSR antagonist
Cc1cc(C)n(-c2ccc(Cl)c(C(=O)Nc3ccc(-c4nnc5n4CCCCC5)cc3)n2)n1	0.2%	1.3%	-0.8%	7.7%	-3.3%	2.8%	1.3%	-19.7%[46.1 µM]
Cc1ccsc1/C=N/N1CCN(c2ccccn2)CC1	-1.0%	-12.1%	.	-4.1%	-24.5%	1.2%	.	34.0%
Cc1ccccc1OCC(O)CN1CCN(c2ccccn2)CC1 (configuration not stated)	-1.0%	-7.4%	2.9%	2.5%	5.1%	-2.9%	?	8.0%
CCOC(=O)C(=O)Nc1ccc([N+](=O)[O-])cc1OC	-1.8%	-0.1%	-7.6%	-10.2%	13.6%	-0.1%	1.1%	9.8%
CCN(CC)S(=O)(=O)c1ccc(/C=C/C(=O)Nc2ccc(F)c(F)c2F)cc1	-1.1%	-2.9%	-1.5%	3.7%	-1.1%	4.7%	?	-28.2%
COc1ccc(/C=N/NC(N)=S)cc1	-2.8%	-3.0%	.	-2.1%	-3.0%	0.6%	.	10.4%
O=c1ncn(-c2ccc(F)cc2)c2ncccc12	3.1%	-2.5%	9.6%	0.2%	-6.5%	4.9%	2.3%	-8.5%[46.1 µM]
Cn1c(SCc2cccc(Cl)c2)nc(C(F)(F)F)cc1=O	-0.9%	-18.5%	-1.7%	-9.0%	-7.3%	-26.7%	-10.4%	-19.7%[46.1 µM]
CSCc1ccc(C(=O)Nc2ccc(C(N)=O)cc2)cc1	0.0%	4.7%	5.9%	-2.2%	6.3%	-2.6%	9.8%	24.1%
COc1ccc(CCCc2n[nH]c(=S)n2C)cc1C	0.0%	-10.0%	4.4%	10.8%	1.9%	6.8%	-0.9%	11.6%
C/C(=N\Nc1nc(-c2cc(C)ccc2C)cs1)c1cc2ccccc2oc1=O	0.0%	-21.4%	3.3%	-4.0%	-18.0%	1.3%	?	-12.0%
CCN(CC)C(=O)Cn1cc(SCC(=O)Nc2cc(C)on2)c2ccccc21	-1.1%	0.0%	-0.1%	2.9%	4.3%	.	1.4%	-8.5%
CCOc1ccc(NC(=O)N2CCC(c3nc4ccccc4[nH]3)CC2)cc1	1.0%	-13.2%	2.2%	-2.5%	-11.4%	.	1.8%	13.8%
COc1ccc(CNC(=O)C2CCC(CNc3c(N4CCOCC4)c(=O)c3=O)CC2)cc1 (configuration not stated)	1.7%	-8.6%	4.1%	3.1%	5.4%	13.4%	-14.5%	-8.2%[46.1 µM]
O=C1CCc2cc(S(=O)(=O)NC(Cc3ccccc3)C(=O)NC3CCCC3)ccc2N1 (configuration not stated)	0.8%	-12.8%	-0.4%	7.3%	.	4.5%	13.1%	-2.0%[46.1 µM]
Cc1nnc(SCC(=O)NCc2ccco2)n1-c1ccc(F)cc1	3.5%	-6.6%	2.4%	-3.4%	0.0%	-0.1%	25.1µM*	-14.3%[46.1 µM]
Cc1[nH]c(=O)[nH]c(=O)c1/C=N/NC(=O)[C@H](C)N	7.0%	12.2%	.	-3.5%	5.4%	-4.8%	.	-12.6%
CC1=C(C(=O)OCC2CCCO2)C(c2ccncc2)C2=C(CCCC2=O)N1 (configuration not stated)	-1.1%	-5.2%	11.2%	28.7%	-6.8%	2.9%	?	-13.2%[46.1 µM]
Cc1cc(C(=O)OCC(=O)NCc2ccc(Cl)cc2)c(C)o1	0.4%	-0.6%	?	2.7%	8.1%	-0.8%	2.5%	3.6%
CC1=C(C(=O)N(C)C)C(c2ccc(C)s2)NC(=S)N1 (configuration not stated)	0.0%	-1.2%	-17.1%	-1.2%	5.3%	4.1%	25.1µM*	13.7%
O=C(Nc1cccs1)Nc1ccccc1Br	0.0%	?	0.2%	-6.8%	?	6.0%	1.7%	3.1%
CCN(CC)S(=O)(=O)c1cccc(NC(=O)c2ccc(Sc3nncn3C)c([N+](=O)[O-])c2)c1	-0.4%	?	3.6%	-1.2%	-14.3%	-16.6%	?	-4.8%
O=C(c1cccs1)N(C(=O)c1cccs1)c1ccc(Br)cn1	0.1%	-18.8%	-5.1%	1.3%	-2.3%	2.7%	?	-3.8%[46.1 µM]
Cc1cnc([N+](=O)[O-])n1CCOC(=O)NC(=O)c1ccccc1	3.9%	-7.6%	-4.1%	0.9%	-2.4%	-6.0%	4.8%	15.7%
COc1ccc(C(=O)c2ccc(N3CCOCC3)c([N+](=O)[O-])c2)cc1	0.0%	-11.1%	9.4%	10.6%	-9.6%	7.7%	0.7%	-2.2%
CC(=O)c1cccc(NC(=O)c2c(F)c(F)c(F)c(F)c2F)c1	-1.1%	2.0%	-0.4%	17.4%	-8.3%	5.4%	?	?
Cc1ccc2[nH]cc(C(=O)CN3CCC4(CC3)OCCO4)c2c1	-2.0%	1.7%	-2.1%	-6.1%	9.0%	-8.4%	-4.1%	0.1%[46.1 µM]
O=C(NCc1cc(C(F)(F)F)cc(C(F)(F)F)c1)C1CC(c2cccc(F)c2)=NO1 (configuration not stated)	-0.4%	-2.1%	.	-3.1%	2.1%	-4.5%	.	-16.0%
O=C1CC(NNc2nc3ccccc3s2)C(=O)N1c1ccc(F)cc1 (configuration not stated)	-1.0%	-11.1%	.	-1.3%	0.3%	2.2%	.	-0.3%
Cn1c2ccccc2c2cc([N+](=O)[O-])ccc21	0.1%	-25.4%	.	1.8%	2.6%	7.5%	.	1.0%
COc1ccc([N+](=O)[O-])cc1NC1C2CC3CC(C2)CC1C3 (configuration not stated)	-2.5%	-10.4%	4.9%	-9.1%	-2.1%	-17.2%	2.6%	11.0%[46.1 µM]
Cc1ccc2cc3cc(C(=O)N(CC(=O)NC4CCCC4)c4cccc(C)c4C)sc3nc2c1	-0.9%	-1.8%	-8.5%	-0.6%	-3.9%	-5.8%	7.7%	?
CCc1nn(CC(=O)NCCCN(Cc2ccccc2)C(C)C)c(=O)c2cc3sccc3n12	0.0%	-0.5%	-14.8%	7.0%	-2.9%	-8.0%	5.0%	4.3%[46.1 µM]
CN(C)C(=O)N1CCC(C(=O)NCc2ccc3c(c2)OCO3)CC1	-4.3%	-1.8%	-3.2%	-0.7%	-6.0%	3.3%	3.5%	3.7%[46.1 µM]
O=C(Cc1cccs1)N1CCC(c2nc3c(nnn3Cc3ccccc3)c(=O)[nH]2)CC1	-1.5%	-1.1%	5.3%	0.2%	3.3%	-0.2%	?	?
O=S(=O)(c1ccc(F)cc1)N1CCN(c2ncccn2)CC1	-2.3%	-22.2%	.	-8.2%	1.7%	-4.7%	.	4.0%
NC(=O)CSc1nnc(-c2cnccn2)n1-c1ccccc1	0.9%	2.0%	-0.2%	3.6%	-0.7%	0.7%	6.2%	-2.8%[46.1 µM]
O=C(O)c1c(Cl)c(Cl)c(Cl)c(Cl)c1-c1c2cc(I)c(=O)c(I)c-2oc2c(I)c(O)c(I)cc12	-5.0%	1.58µM*[fluorescent]	.	8.0%&-2.2%	.	2.0%&-3.2%	31.6µM*	.
CCOC1OC(=O)C(Cl)=C1Nc1ccc(C)cc1 (configuration not stated)	-1.2%	-17.8%	2.5%	3.6%	7.9%	-3.0%	?	11.4%
CN(Cc1nc(-c2cnccn2)no1)CC1(c2ccccc2)CC1(C)C (configuration not stated)	-3.8%	0.4%	1.1%	-3.8%	-4.7%	-7.5%	-11.8%	9.5%

Some of the entries so far, with bars between the fields.
molecule | Epigenetic derep | Tau fluor counter | GAA inhib | aGal spleen mod | GAA glycogen mod | GAA spleen mod | ALDH1A1 block | NPSR antagonist
CCOC(=O)C(=O)Nc1ccc([N+](=O)[O-])cc1OC | -1.8% | -0.1% | -7.6% | -10.2% | 13.6% | -0.1% | 1.1% | 9.8%
CCN(CC)S(=O)(=O)c1ccc(/C=C/C(=O)Nc2ccc(F)c(F)c2F)cc1 | -1.1% | -2.9% | -1.5% | 3.7% | -1.1% | 4.7% | ? | -28.2%

Next part:
SMILES	Epigenetic derep	Tau fluor counter	GAA inhib	aGal spleen mod	GAA glycogen mod	GAA spleen mod	ALDH1A1 block	NPSR antagonist
N#Cc1c(N)n(-c2ccc(O)cc2)c2nc3ccccc3nc12	13.6%	5.6%	-1.8%	1.8%	1.2%	1.3%	4.2%	13.3%
CC(=O)NC(CC(=O)O)c1ccc(F)cc1 (configuration not stated)	-5.0%	-10.2%	7.9%	4.2%	-5.2%	-3.6%	9.4%	-17.4%
CCc1nnc(NC(=O)c2c(C)nn(-c3ccccc3)c2Cl)s1	-1.2%	-2.7%	5.2%	-4.6%	-4.5%	-1.7%	?	-13.2%[46.1 µM]
COc1ccc(-n2ncc3c(=O)n(CC(=O)N4CCCc5ccccc54)cnc32)cc1	0.2%	-9.6%	-6.9%	-5.5%	-4.7%	-6.2%	?	-9.9%[46.1 µM]
CC(CN1CCOCC1)OC(=O)c1ccc(Br)cc1 (configuration not stated)	?	-11.9%	1.8%	0.1%	-0.5%	-7.8%	25.5%	?
Cc1cc(C#N)c(SCC(N)=O)nc1-c1ccc(F)cc1	3.2%	-8.9%	5.0%	-0.5%	-3.7%	-1.8%	?	19.5%
COc1ccc(C(=O)n2cnnc2N)cc1	1.8%	-5.9%	0.4%	-4.6%	4.1%	2.8%	17.3%	-4.9%[46.1 µM]
CCc1nnc(NC(=O)CSc2nc(C)cc(C)c2C#N)s1	5.4%	-3.0%	-0.9%	4.4%	25.3%	6.4%	?	?
Cc1ccc(NC(=O)CN2CCN(S(=O)(=O)c3cccs3)CC2)cc1S(=O)(=O)N(C)C	6.7%	9.0%	5.1%	-9.0%	-12.5%	-10.3%	?	-26.0%
CS(=O)(=O)c1ccc2nnn(OCC(=O)Nc3ccc(Br)cc3Br)c2c1	1.3%	-6.0%	3.6%	-7.7%	6.3%	-15.0%	?	-23.4%
COc1ccc(/C=C/C(=O)Nc2ccc(NC(C)=O)cc2)cc1S(=O)(=O)N1CCOCC1	-2.3%	-26.1%	.	-2.6%	-1.1%	-1.9%	.	8.8%
CCOC(=O)CNc1nc(Cl)nc(NC(C)(C)C)n1	0.0%	-2.2%	2.2%	4.0%	3.1%	5.3%	2.8%	1.2%
Cn1cccc1/C=N/NC(N)=S	-4.5%	-8.5%	4.1%	5.5%	-4.2%	4.2%	-6.9%	0.6%
CCOc1ccc2nc(NC(=O)c3ccc(OCC4CCCO4)cc3)sc2c1 (configuration not stated)	7.9%	-25.4%	-4.7%	-1.1%	11.3%	-4.8%	?	-18.4%
